# V1aR counter – activates human V1a receptor in oxytocin agonist counter-screen. CHO-V1R cells, Fluo-8 calcium fluorescence, agonist mode; 0% DMSO, 100% 3 nM vasopressin. activation, % at 3 µM. 0.25% of 320,000 active;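 active means activation above the mean activation of all tested compounds plus 3 SD, per screening run, cut at about 20% in these data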;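 further: signal is peak over basal fluorescence ratio across a 100 second FLIPR read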
# Target sequence (P37288 whole entry, looked up): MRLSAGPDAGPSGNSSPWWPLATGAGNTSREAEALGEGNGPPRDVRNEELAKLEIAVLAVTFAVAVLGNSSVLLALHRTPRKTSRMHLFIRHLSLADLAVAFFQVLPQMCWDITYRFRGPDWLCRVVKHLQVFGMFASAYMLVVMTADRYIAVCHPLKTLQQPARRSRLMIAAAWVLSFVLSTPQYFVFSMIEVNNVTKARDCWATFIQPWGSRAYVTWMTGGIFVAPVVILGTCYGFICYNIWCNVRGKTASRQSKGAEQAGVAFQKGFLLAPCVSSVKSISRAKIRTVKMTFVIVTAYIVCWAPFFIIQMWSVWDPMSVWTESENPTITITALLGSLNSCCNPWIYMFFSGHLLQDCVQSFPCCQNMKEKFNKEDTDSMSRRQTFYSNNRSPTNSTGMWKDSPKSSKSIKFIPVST
# OXTR potentiate – potentiators of human oxytocin receptor | P30559 | 0.061% of 320,000 active | activation, % at 3 µM | CHO-OTR cells, Fluo-8 calcium fluorescence, potentiator mode; 0% = oxytocin EC15, 100% = EC100 | AID 2445;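 active means activation above that plate's cutoff, the mean activation of tested compounds plus 3 SD, cut at about 6.6% in these data, passing the limit was not always enough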;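 further: 100% uses oxytocin at 75 nM as the full agonist control; some results filed as inactive read as strong as hits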
# Target sequence (P30559 whole entry, looked up): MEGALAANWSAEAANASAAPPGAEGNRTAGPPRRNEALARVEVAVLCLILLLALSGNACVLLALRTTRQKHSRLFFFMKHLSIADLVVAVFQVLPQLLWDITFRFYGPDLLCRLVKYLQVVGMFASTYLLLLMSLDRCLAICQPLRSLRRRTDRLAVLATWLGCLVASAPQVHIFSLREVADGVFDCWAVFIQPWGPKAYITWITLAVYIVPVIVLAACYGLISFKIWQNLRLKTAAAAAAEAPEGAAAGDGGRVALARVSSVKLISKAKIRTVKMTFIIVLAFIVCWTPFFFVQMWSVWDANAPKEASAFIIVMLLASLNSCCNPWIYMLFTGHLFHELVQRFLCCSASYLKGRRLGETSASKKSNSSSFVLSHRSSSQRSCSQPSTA
#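 System: human OTR in CHO cells / Also added: sub-maximal oxytocin, roughly EC15 / Control set: EC15 oxytocin low, 75 nM oxytocin high / Schedule: 6 min compound pre-incubation at room temperature, 100 s kinetic read / Compound: single-point 3.0 µM / Replication: singlicate / Technique: Fluo-8 calcium dye fluorescence / Read-out basis: % activation of max/min ratio relative to oxytocin controls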
# GPR7 antagonist – human neuropeptides B/W receptor 1 antagonism; P48145; GPR7-expressing cells, fluorescence antagonist assay; inhibition, % at 4.4 µM; 1.1% of 290,000 active; in the data active means inhibition above about 16%, passing the limit was not always enough;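 further: cells stimulated with the agonist NPW; 0% = agonist with vehicle and 100% = vehicle without agonist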
# CHO-K1 Ca ag – counter-screen for M1 agonists: effect in parental CHO-K1 cells; Fluo-8 calcium fluorescence; scaled to maximal ATP response, vehicle zero; activation, % at 3 µM; 0.48% of 360,000 active; AID 602248; in the data active means activation above about 15%;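 further: untransfected CHO-K1 host cells lacking M1 receptor as counterscreen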
# CHO-K1 Ca antag – nonselective inhibitor or artifact in parental CHO-K1 cells. inhibition, % at 3 µM. 0.6% of 360,000 active. ATP-induced calcium, Fluo-8 fluorescence;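 active means inhibition above a per-plate cutoff, the plate's mean sample inhibition plus 3 SD, cut at about 24% in these data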;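 further: 0% = DMSO plus EC80 ATP and 100% = DMSO alone without ATP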
# TAAR1 antagonist – human TAAR1 antagonism; 1.5% of 360,000 active; inhibition, % at 3 µM; AID 624466; CHO RD-HGA16 TAAR1, Fluo-8 calcium fluorescence, antagonist;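 active means inhibition above a per-plate cutoff, the mean inhibition of test compounds on that plate plus 3 SD, cut at about 49% in these data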;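 further: 0% = DMSO plus EC80 beta-PEA response and 100% = DMSO alone without agonist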
#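 Assay system: CHO-derived RD-HGA16 cells stably expressing human TAAR1 plus Gα16. Timing: 140 s kinetic read after compound, 140 s after agonist. Technique: kinetic Fluo-8 calcium fluorescence measurement. Measure: % inhibition of agonist calcium response.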
# CHO parental Ca – signal in parental CHO cells, OX1R antagonist counter-screen | parental CHO-K1, ATP-induced calcium, Fluo-8 fluorescence | inhibition, % at 5.6 µM | 0.63% of 330,000 active | AID 463079;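 active means inhibition above that plate's mean sample inhibition plus 3 SD, cut at about 26% in these data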;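 further: 0% = ATP-challenged DMSO wells and 100% = DMSO wells without ATP; some compounds past the cut are filed as inactive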
#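 Material: Parental CHO cells | Reagent: ATP | Compound dosing: Single nominal dose of 5.6 µM per compound | Detection: Intracellular calcium via Fluo-8 no-wash fluorescent dye | Read-out: % inhibition of ATP-induced calcium mobilization | Benchmarks: Low control ATP plus DMSO, high control DMSO only | Replicates: Singlicate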
# M1 PAM parental – M1 PAM counterscreen hit in parental CHO-K1 cells; AID 602247; ATP EC20, Fluo-8 calcium fluorescence; 0% at ATP EC20, 100% at ATP max; 0.02% of 360,000 active; activation, % at 3 µM;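 active means activation above the run cutoff, the mean activation of all test compounds plus 3 SD, cut at about 40% in these data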;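 further: peak over basal fluorescence ratio in a 140 s read after ATP addition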
# OXTR agonist – activates the human oxytocin receptor | activation, % at 3 µM | 0.32% of 320,000 active | CHO-OTR cells, Fluo-8 calcium fluorescence; normalized: DMSO 0%, oxytocin 100% | P30559;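 active means activation above the mean of all tested compounds plus 3 SD, cutoff set per screening run, cut at about 20% in these data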;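 further: peak over basal fluorescence ratio from a 100 s FLIPR kinetic read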
# * marks the source's active call; other numbers are inactive results; x = not tested or not shown; & = joins results of further samples. The list is partial; count on the stated rates, not on these rows.
SMILES,V1aR counter,OXTR potentiate,GPR7 antagonist,CHO-K1 Ca ag,CHO-K1 Ca antag,TAAR1 antagonist,CHO parental Ca,M1 PAM parental,OXTR agonist
CC1(C)COC(Nc2ccc(Cl)cc2)=N1,1.6,1,-1,0.6,-5,4,-5,1,0.6
CCOc1ccc(-n2c(O)c(C=NCCN3CCNCC3)c(=O)[nH]c2=O)cc1,0.4,1,8,0.6,-4,x,-6,10,0.1
O=C(CCN1C(=O)COc2ccccc21)N1CCC2(CC1)OCCO2,0.0,-4,1,0.8,-28,7,-7,12,0.7
CN(C)C(=O)Oc1ccc2c(c1)O/C(=C\c1cccc(Cl)c1)C2=O,-0.5,3,-16,0.2,-8,-4,-18,-13,-0.2
CCCn1c(C)cc(C=O)c1C,0.1,-3,-2,0.9,-14,4,3,-4,0.1
C#CCN1C(=O)C2(C(C#N)=C(N)OC(C)=C2C(=O)OCc2ccccc2)c2ccccc21 (centres undefined),1.4,2,-5,0.6,1,-14,-12,12,1.7
COc1ccc(OC)c(-n2c(O)c(C=Nc3c(C)n(C)n(-c4ccccc4)c3=O)c(=O)[nH]c2=O)c1,-0.6,0,-1,0.2,0,-1,1,1,0.7
COC(=O)C1=C(c2ccc(F)cc2OCc2ccccc2)C[C@@H]2CC[C@H]1N2C(=O)NCCN1CCOCC1,1.5,-5,x,-0.7,-16,16,-24,0,0.5
COc1ccc(CN2C(=O)NC(=O)/C(=C/c3cc(OC)c(OC)c(OC)c3)C2=O)cc1,-0.2,-5,-15,0.7,15,4,-9,-17,1.0
COC(=O)C1=C(c2ccc(F)cc2OCc2ccccc2)C[C@@H]2CC[C@H]1N2C(=O)N1CCCCC1,-1.4,-5,x,-1.4,-7,15,-25,9,-2.2
O=C(Cc1ccc(Cl)cc1)NCCN1CCN(C(=O)Cc2ccc(Cl)cc2)CC1,4.0,-12,12,4.0,-6,-12,-12,20,1.3
O=[N+]([O-])c1ccc(OP(=O)(O)Oc2ccc([N+](=O)[O-])cc2)cc1,x,x,x,0.4,-4,2,x,3,x
Cc1ccc(C2N(c3ccccn3)C(=O)C3CCCN32)o1 (centres undefined),-0.7,-6,-7,0.3,4,12,-10,11,0.7
Cc1cc(C(=O)OCC(=O)Nc2ccc(F)cc2)c(C)n1C1CC1,3.5,-4,x,1.6,-21,-1,-17,24,-0.8
CC(N)Cc1c[nH]c2cc3c(cc12)OCCO3 (centres undefined),-0.8,-9,4,0.4,-13,0,-4,21,-0.3
O=C(CN1CCN(CCO)CC1)Nc1ccc(Cl)cc1C(=O)c1ccccc1,0.3,-6,3,0.6,-29,-3,-11,11,3.5
Oc1cc(Cl)ccc1Oc1ccc(Cl)cc1Cl,0.0,-9,x,2.4,5,50*,67*,15,-2.7
CC(=O)NC(Cc1ccc(N(CCCl)CCCl)cc1)C(=O)O (centres undefined),1.2,-2,3,0.5,-12,-8,10,16,0.2
c1ccc2c(c1)[nH]c1cnccc12,0.8,-8,-9,0.6,25*,-3,-10,-13,0.0
CN(C)N=O,0.4,-9,x,0.1,-11,11,-4,12,0.7
Cc1ccc(CN2CCN(C)CC2)c(C)c1,1.3,4,-4,0.5,-13,-9,2,21,1.8
O=C(Nc1ccc(F)cc1)OC1CN2CCC1CC2 (centres undefined),1.4,-5,-2,-0.2,11,-21,-7,-16,1.3
C[C@]12CC[C@@H](O)CC1=CCC1C2CC[C@]2(C)C(=O)[C@H](F)CC12 (some centres undefined),0.2,-3,x,2.6,-11,7,-1,7,0.1
CCOC(=O)c1nsnc1NCCCl,0.7,-8,-5,0.0,-14,-2,-1,1,1.8
Cc1cc(NC(=O)CCl)nn1C,0.3,-3,1,0.3,-22,-35,-2,18,0.7
CN1CCN(C(=O)O[C@H]2c3nccnc3C(=O)N2c2ccc(Cl)cn2)CC1,0.6,-4,-14,0.7,-15,-16,-7,10,0.3
COc1ccc(-n2c(/C=C/c3ccc4c(c3)OCO4)nc3ccccc3c2=O)cc1,-0.5,-10,2,0.9,-4,-6,-17,14,-1.3
CCOC(=O)C1CCN(/C=C2/C(=O)NC(=S)N(c3ccccc3F)C2=O)CC1,0.9,-3,0,0.5,-12,11,-3,25,-0.2
O=c1[nH]c(O)c(C=Nc2ccccc2Sc2ccccc2)c(=O)[nH]1,-1.4,0,-18,0.4,-7,-6,-13,9,-3.0
CC1C(c2ccccc2)OCCN1C (centres undefined),x,x,x,0.3,-8,-17,x,-2,x
O=[N+]([O-])c1ccc(N2CCCC2)cc1N/N=C1\CN2CCC1CC2,-1.0,-4,9,0.0,-15,-18,-12,26,-2.4
COC(=O)COc1ccc(/C=C2\C(=O)NC(=S)N(c3ccc(C)cc3)C2=O)cc1OC,0.0,-15,-12,0.5,-12,-22,-6,13,0.5
COc1cccc(N=Nc2c(O)[nH]c(=S)[nH]c2=O)c1,0.2,0,-9,0.1,7,-14,-1,3,-1.2
NC(=O)c1c(NC(=O)c2ccc(S(=O)(=O)N(CCCl)CCCl)cc2)sc2c1CCCCC2,0.0,-2,-9,2.7,5,x,-1,11,-0.3
O=c1cc(C2CCNCC2)[nH][nH]1,0.6,-16,-4,0.1,-1,-11,-9,1,-0.1
CN(C)c1ccc(/C=C/c2cc[n+](C)c3ccccc23)cc1,x,x,-3,-0.1&0.1,-12&-2,-13&22,x,14&19,x

# Record cards, from the list above. Values in the order: V1aR counter | OXTR potentiate | GPR7 antagonist | CHO-K1 Ca ag | CHO-K1 Ca antag | TAAR1 antagonist | CHO parental Ca | M1 PAM parental | OXTR agonist
# `CN(C)c1ccc(/C=C/c2cc[n+](C)c3ccccc23)cc1` reads x | x | -3 | -0.1&0.1 | -12&-2 | -13&22 | x | 14&19 | x
# `CCOC(=O)C1CCN(/C=C2/C(=O)NC(=S)N(c3ccccc3F)C2=O)CC1` reads 0.9 | -3 | 0 | 0.5 | -12 | 11 | -3 | 25 | -0.2
# `COc1ccc(-n2c(/C=C/c3ccc4c(c3)OCO4)nc3ccccc3c2=O)cc1` reads -0.5 | -10 | 2 | 0.9 | -4 | -6 | -17 | 14 | -1.3

# Other structures:
SMILES,V1aR counter,OXTR potentiate,GPR7 antagonist,CHO-K1 Ca ag,CHO-K1 Ca antag,TAAR1 antagonist,CHO parental Ca,M1 PAM parental,OXTR agonist
NNC(=O)c1ccc(O)cc1,0.5,-4,x,0.1,-11,16,3,-4,-0.6
Cc1ccc(N=Cc2c(O)n(C)c(=O)n(C)c2=O)cc1,0.5,-4,-6,0.7,-6,-24,-6,21,-0.4
CSCCC(c1nnnn1-c1c(C)cccc1C)N1CCC(n2c(=O)[nH]c3ccccc32)CC1 (centres undefined),x,x,x,3.1,-11,53*,x,11,x
Cc1cc(=O)oc2cc(OCC(=O)N3CCN(Cc4ccccc4)CC3)ccc12,0.1,2,x,0.7,-9,-2,-13,15,1.5
Nc1ccc(C2(c3ccc(N)cc3)CN3CCC2CC3)cc1,1.1,-9,-8,-0.1,2,-1,-1,1,0.7
Cc1ccc(-n2c(C)nc3ccccc3c2=O)c(C)c1,-0.6,-7,-10,3.3,-4,-40,-17,7,-1.8
CC(C)N1CCOC(c2ccc(O)c(O)c2)C1 (centres undefined),x,x,x,1.7,-6,-2,x,24,x
O=C1NC(=O)N(Cc2ccccc2Cl)C(=O)/C1=C/c1cccs1,0.5,-1,4,0.9,-14,43,-7,24,0.9
O=c1c2ccccc2[nH]c(=S)n1-c1ccc(Br)cc1,1.7,-16,-7,0.8,1,7,-2,5,0.0
CN1[C@@H]2CC[C@H]1CC(OC1c3ccccc3CCc3ccccc31)C2 (some centres undefined),3.6,-3,x,1.5,8,-21,-21,-6,9.6
CCOc1ccccc1N1C(=O)NC(=O)C(CCc2ccncc2)(CCc2ccncc2)C1=O,0.6,-15,-6,-0.1,2,1,-13,10,-1.6
Cc1nc2ccc(Cl)cc2c(-c2ccccc2)c1C(=O)O,0.6,-3,-3,-0.2,3,-6,4,3,0.2
CCCCCn1c(=O)c(C(=O)Nc2cccc(C)n2)c(O)c2ccccc21,0.6,-11,5,0.3,-5,-3,-3,7,0.2
CCN(CC)S(=O)(=O)c1cc(NC(=O)C(C)N2CC=C(c3ccccc3)CC2)ccc1C (centres undefined),0.0,-5,-2,0.1,-7,4,43*,19,-1.5
COc1ccc(CNCCc2ccc3c(c2)OCO3)c(OC)c1OC,2.9,-13,19,4.3,-9,0,-15,12,1.2
CN1/C(=C\C=C2C(=O)NC(=O)NC2=O)C(C)(C)c2ccccc21,32*,-14,6,25*,8,34,41*,-2,25*
O=c1[nH]c(=S)n(-c2ccccc2)c(O)c1/C=N/N1CCOCC1,1.1,-12,-4,9.4,4,-31,6,13,-0.1
COc1ccccc1N1CCN(Cc2ccc(Br)cc2)CC1,-0.6,0,-18,0.8,1,5,-21,-3,-0.5
CC(=O)c1c(C)[nH]c(C(=O)N2CCC3(CC2)OCCO3)c1C,1.7,-1,-8,-0.1,-5,-2,3,7,0.3
CNC(C)(C)Cc1ccccc1,0.8,-6,x,0.2,-6,-9,0,9,0.5
O=C(CF)NC(NC(=S)Nc1cccc([N+](=O)[O-])c1)C(Cl)(Cl)Cl (centres undefined),4.7,-10,0,3.7,12,23,2,-6,4.9
CNC(=O)Oc1cccc(-c2cn3cc(OC(=O)NC)ccc3n2)c1,0.1,-1,-8,0.1,-1,0,-1,4,0.9
Fc1ccccc1CNCCc1ccc2c(c1)OCO2,-0.3,1,1,0.6,-1,0,-16,4,0.5
Cc1nc2cc(F)ccc2n1C1CCN(Cc2nnnn2CCc2ccccc2)CC1,8.5,-19,-6,0.8,11,-1,-4,-2,5.3
COC(=O)c1cncn1C(C)c1ccccc1 (centres undefined),0.1,4,-1,-0.3,-1,8,1,8,0.2
CCC(=O)Nc1cc(C(=O)N2CCC3(CC2)OCCO3)ccc1S(=O)(=O)c1ccc(C)cc1,0.8,1,3,-0.1,-6,4,-10,3,-1.3
CCC1C(c2cc(OC)c(OC)c(OC)c2)c2cc3c(cc2OC1N1CCCC1)OCO3 (centres undefined),x,x,x,1.6,-4,-13,x,7,x
CCN1C(=O)C(=Cc2ccc(N3CCOCC3)o2)C(=O)N(CC)C1=S,20,-11,2,7.6,-1,-2,4,4,16
Cc1ccc(NC(=O)c2snnc2C)cc1Cl,0.0,-6,-1,0.4,-9,-14,-4,-15,1.4
C/C(=N\N1CCCCCC1)c1c(O)n(-c2ccc(Cl)cc2)c(=O)[nH]c1=O,-0.5,-3,-15,-0.2,-2,-21,-10,-2,-1.7
COc1cccc(C(=O)C2CCCN(Cc3ccon3)C2)c1 (centres undefined),1.9,5,0,0.2,-1,5,-9,7,0.8
CN1C(=O)C(=Cc2sc(=O)n(-c3ccccc3)c2N(C)C)C(=O)N(C)C1=O,4.4,-6,-9,7.6,4,-8,4,-3,4.0

# Screens (PubChem BioAssay)
